S-ASM inh = human S-ASM enzyme inhibition. placental ASM, HMU-PC fluorogenic substrate, 60 min. Potency, µM (series often up to 57.5 µM), inactives show at the highest dose activity change, negative = inhibition, most hits filed as inhibitors. 340,000 tested, 0.006% active; further: potency means the concentration at half of the fitted maximal effect
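qHTS format. ASM enzyme prepared from human placenta hydrolyses the fluorogenic substrate HMU-PC0 (9 uM final) over 60 min at 37 °C after a 10 min compound preincubation.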
PKM2 act = activators of human pyruvate kinase M2 | P14618 | purified PKM2, Kinase-Glo ATP luminescence, activation; response scale: 0% is enzyme alone, no compound | Potency, µM (series often up to 57.5 µM), inactives show at the top dose activation, actives largely listed as activators | 260,000 tested, 0.34% active | AID 1631; further: potency means the concentration at half of the fitted maximal effect; on the % scale 0 is the no-effect control and ±100 the full control effect; nearly all actives have a fitted effect of over 55% in size
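Purified hPK-M2 (>95%) run at intermediate activity with 0.1 mM ADP and 0.5 mM PEP in 50 mM imidazole pH 7.2, KCl, MgCl2; 1 h room temperature. ATP formed read by Kinase-Glo luminescence; normalized to uninhibited and no-enzyme controls.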
Coupling enz = counter-screen for Giardia aldolase inhibitors: coupling enzyme system; coupling enzyme system counterscreen, AmpLite Red fluorescence; activity change, negative = inhibition, % at 58.2 µM, hits read low; 290,000 tested, 0.67% active; AID 2472; in the data active means activity change below about -30%; further: on the % scale 0 is the no-effect control and ±100 the full control effect
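Counterscreen of the coupled detection system alone, without aldolase: glyceraldehyde-3-phosphate coupling enzymes plus AmpLite Red readout. Compounds at 57.5 uM final, 10 min RT preincubation, 20 min RT reaction, fluorescence 525/598 nm.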
Menin MLL FP TR = inhibitors of human menin-MLL interaction, mutant MLL peptide. Menin + Texas Red MLL mutant peptide, fluorescence polarization. Potency, µM (highest dose often 61.6 µM), without a hit: at the highest dose FP activity change, negative = inhibition, most hits filed as inhibitors. 270,000 tested, 0.23% active; active means well fitted inhibition curve with a large enough effect in the polarisation, with a control signal flat, not every such curve was filed as active; inconclusive means small, poorly fitted or top-dose-only effect, or effect the other way, or a change in a side signal; inactive means no such curve, though single readings can be large or run the other way; the % refers to the polarisation; further: potency means the concentration at half of the fitted maximal effect; % of control where 0% means no effect; many of its hits are not listed in these tables
Tb PFK block = blocks T. brucei phosphofructokinase. T. brucei PFK, ADP-Glo luminescence. 330,000 tested, 0.17% active. Potency, µM (doses to about 57.5 µM), inactives show top-dose activity, negative = inhibition, most hits filed as inhibitors. O15648;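 further: potency means the concentration at half of the fitted maximal effect; 0% = uninhibited 1x PFK enzyme wells and -100% = no-enzyme wells; nearly all actives have a fitted effect of over 60% in size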
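1.25 nM PFK with 0.5 mM F6P and 0.1 mM ATP in 0.1 M TEA pH 8.0, 5 mM MgCl2, incubated 45 min at room temperature; ADP measured by ADP-Glo luminescence; compounds titrated up to 57 uM.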
Chronic BCR inh = blocks chronic active B-cell receptor signaling; ABC-DLBCL IkBa-CBG/CBR reporter, luminescence ratio, 4 h; Potency, µM (titrated, usually from 46.1 µM), inactives show at the top dose ratio change, negative = lower green/red ratio, most hits filed as inhibitors; 340,000 tested, 0.05% active; active means well fitted inhibition curve with a large enough effect in the signal ratio, with a control signal flat, not every such curve was filed as active; inconclusive means small, poorly fitted or top-dose-only effect, or effect the other way, or a change in a side signal; the % refers to the signal ratio;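 further: potency means the concentration at half of the fitted maximal effect; plate controls were basal doxycycline-induced cells for no effect and cells given 10 µM MG132 for full effect; MG132 reads +100%, hits lower the ratio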
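Cell line TMD8 (human ABC DLBCL), stably expressing tet-inducible CBG68-IkBa fusion and CBR; IMDM/0.5% FBS; cpd up to 46 uM; dox induction, 4 h, 37C/5% CO2; dual luminescence; green/red ratio; MG132 control.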
TSG101-PTAP inh = blocks PTAP/TSG101 interaction to inhibit HIV-1 budding. Q99816. Fluorescence polarization, FITC-PTAP peptide / Tsg101 binding. Potency, µM (doses to about 115 µM), for inactives: at the top dose activity change, negative = inhibition, most hits filed as inhibitors. 340,000 tested, under 10 active. AID 493005; active means well fitted inhibition curve with a large enough effect in the main read-out, with a control signal flat, not every such curve was filed as active; inconclusive means small, poorly fitted or top-dose-only effect, or effect the other way, or a change in a side signal; inactive means no such curve, though single readings can be large or run the other way; further: potency means the concentration at half of the fitted maximal effect; % of control where 0% means no effect
Target sequence (Q99816 whole entry, looked up): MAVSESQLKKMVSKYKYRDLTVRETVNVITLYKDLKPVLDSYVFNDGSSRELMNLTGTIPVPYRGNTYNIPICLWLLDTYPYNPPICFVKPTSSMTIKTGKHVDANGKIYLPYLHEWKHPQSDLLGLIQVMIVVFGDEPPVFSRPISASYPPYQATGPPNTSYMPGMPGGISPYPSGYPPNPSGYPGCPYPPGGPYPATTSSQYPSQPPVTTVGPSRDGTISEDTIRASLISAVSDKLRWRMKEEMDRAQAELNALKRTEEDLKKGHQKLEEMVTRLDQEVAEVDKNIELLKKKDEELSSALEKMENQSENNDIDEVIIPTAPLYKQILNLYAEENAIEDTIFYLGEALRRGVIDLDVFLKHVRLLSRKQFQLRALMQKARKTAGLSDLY
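Steps: Tsg101 binding domain dispensed (10 uM final), compounds pinned in DMSO, FITC-labeled PTAP-motif peptide added (50 nM final); after 20 min binding at room temperature, polarization measured.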
Integrin act MD = integrin-mediated muscular dystrophy alleviation activation. alpha7betagal myoblasts, beta-gal FDG fluorescence, 48 h. Potency, µM (titrated, usually from 38.3 µM), for inactives: at the top dose activation, most hits filed as activators. 350,000 tested, 0.064% active;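 further: potency means the concentration at half of the fitted maximal effect; 100% = response of the positive control SU9516; nearly all actives have a fitted effect of over 60% in size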
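Alpha7betagal+/- myoblasts (passage 13) were plated 16-24 hr, then exposed to compounds (1:260 dilution of DMSO stock) for 48 hours at 37C. After MPER lysis, β-galactosidase reporter activity was read as FDG fluorescence (ex 480/em 540) after 30 minutes.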
Giardia killer = kills Giardia lamblia | 340,000 tested, 0.15% active | activity change, % at 7.66 µM, hits read low | Giardia lamblia trophozoite viability | AID 540267; in the data active means activity change below about -80%; inconclusive means between about -30% and that limit;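 further: parasites exposed to compound for two days anaerobically before the ATP read; on the % scale 0 is the no-effect control and ±100 the full control effect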
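Each well holds 100 Giardia trophozoites and compound. After two days (48 hrs) at 37 deg C in anaerobic conditions, ATP is quantified by luminescence.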
B2AR arrestin = beta2AR (human) beta-arrestin recruitment activity. Potency, µM (top dose mostly 46.1 µM), without a hit: at the highest dose activation, hits mostly activators. beta-arrestin recruitment to beta2AR, cell-based reporter. P07550. 330,000 tested, 0.02% active;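 further: potency means the concentration at half of the fitted maximal effect; 0% = DMSO controls and full agonism = EC100 isoproterenol or metaproterenol; nearly all actives have a fitted effect of over 65% in size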
GALK inhibitor = inhibitors of human galactokinase; P51570; AID 1868; Purified GALK, Kinase-Glo residual ATP luminescence; Potency, µM (highest dose often 57.5 µM), for the others: at the top dose activity change, negative = inhibition, actives largely listed as inhibitors; 270,000 tested, 0.007% active; further: potency means the concentration at half of the fitted maximal effect; on the % scale 0 is the no-effect control and ±100 the full control effect
Target sequence (P51570 whole entry, looked up): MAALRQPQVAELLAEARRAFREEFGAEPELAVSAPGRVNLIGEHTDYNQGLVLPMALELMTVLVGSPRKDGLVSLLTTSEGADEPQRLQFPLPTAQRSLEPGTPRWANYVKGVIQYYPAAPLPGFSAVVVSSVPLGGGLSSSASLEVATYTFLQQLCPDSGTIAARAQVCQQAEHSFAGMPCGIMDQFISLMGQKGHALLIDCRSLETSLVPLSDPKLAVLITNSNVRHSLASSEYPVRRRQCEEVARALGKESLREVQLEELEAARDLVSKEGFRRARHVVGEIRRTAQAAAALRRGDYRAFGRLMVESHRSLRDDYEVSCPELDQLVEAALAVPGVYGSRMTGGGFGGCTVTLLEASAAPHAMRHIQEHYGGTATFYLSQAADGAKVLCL
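ATP-depletion format; final 35 uM ATP, 100 uM D-galactose, 5 nM enzyme; pH 8.0 HEPES/Mg2+ buffer; 60 min RT; luminescence read 10 min after detection reagent.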
* marks the source's active call; other numbers are inactive results; ? = inconclusive; . = no result given; [ ] = another dose, or the depositor's remark. Unless noted, the call rests on the fitted dose curve; in most records, active means well fitted curve in the direction sought with a large enough effect; inconclusive means small, poorly fitted or top-dose-only effect, or another doubt; inactive means no such curve, though single readings can be large; an effect the other way counts as inactive or inconclusive.

SMILES	S-ASM inh	PKM2 act	Coupling enz	Menin MLL FP TR	Tb PFK block	Chronic BCR inh	TSG101-PTAP inh	Integrin act MD	Giardia killer	B2AR arrestin	GALK inhibitor
Cc1ccc(C(=O)OCC(=O)NCC2CCCO2)c(C)c1 (stereo not drawn)	1.9%	.	0.1	11.0%	-1.5%	-1.5%	-2.0%	12.3%	1.7	0.4%	9.9%
COc1ccccc1NC(=O)CCCc1c[nH]c2ccccc12	0.8%	8.9%	1.3	-9.9%	2.5%	?	-0.9%	?	-2.6	-1.6%	.
O=C(O)c1cccc(S(=O)(=O)N(Cc2ccccc2)c2cccc(C(F)(F)F)c2)c1	1.5%	.	21.5	?	-2.5%	3.4%	-2.0%	-12.1%	8.2	0.3%	.
COc1ccc(CNCc2cccc(OC)c2OC)cc1Br	2.3%	-2.8%	0.8	-21.8%	-0.7%	-5.5%	-5.1%	7.8%	-5.4	0.0%	11.8%
COc1ccc(Br)cc1CNC(=O)CCC(=O)n1nc(C)c2ccccc21	7.3%	.	.	.	-5.3%	-7.0%	-3.6%	-4.7%	-2.3	0.0%	-0.4%
COc1ccc(C)cc1NC(=O)CCNS(=O)(=O)c1ccc2c(c1)CC(C)N2C(C)=O (stereo not drawn)	0.1%	3.2%[0.46 µM]	-0.3	3.4%	0.0%	1.2%	-2.6%	-6.5%	2.3	-1.0%	0.3%
CC1CCCCN1C(=O)Cc1ccc(Cl)cc1 (stereo not drawn)	1.7%	-2.4%	0.3	-11.8%	-3.0%	?	-12.7%	-5.0%	21.2	0.3%	-0.7%
CN(C)C(CNC(=O)C1CCN(S(=O)(=O)c2ccccc2)CC1)c1ccccc1 (stereo not drawn)	-1.2%	-13.4%	2.3	.	2.7%	0.8%	-2.8%	0.0%	26.8	-0.4%	1.5%
O=C(CSc1nnc(-c2ccccc2)o1)NC1CCS(=O)(=O)C1 (stereo not drawn)	8.5%	-21.6%	3.4	-16.1%	5.4%	-0.1%	3.1%	4.5%	-23.9	0.2%	-0.2%
CCOC(=O)N1CCC(NC(=O)CCc2c(C)nc3c(c(C)nn3C(C)(C)C)c2C)CC1	1.3%	0.1%	0.4	3.8%	1.2%	-8.7%	-4.6%	-9.1%[7.66 µM]	-19.4	-0.2%	0.0%
CCOC(=O)C1CCN(c2nc3ccccc3nc2C(C#N)C(=O)NCCc2ccccc2)CC1 (stereo not drawn)	.	17.7%	1.0	-20.6%	9.53µM*	?	.	.	.	-2.0%	-1.0%
C=CCn1c(COc2ccc3c(c2)CCCC3)nnc1SCC(=O)Nc1cccc(SC)c1	-7.7%	4.2%	-4.9	-9.5%	-2.3%	5.9%	-4.5%	9.1%[7.66 µM]	-2.8	-0.1%	-2.3%
Cc1cc(C)c(S(=O)(=O)Nc2c(C)n(C)n(-c3ccccc3)c2=O)cc1[N+](=O)[O-]	-0.2%	.	1.3	-10.4%	-0.1%	1.7%	-0.7%	-8.4%	24.4	0.7%	.
COc1ccc(-n2cc(CNCC3CC(=O)N(C4CC4)C3)c(-c3ccccc3Cl)n2)cc1 (stereo not drawn)	0.6%	4.8%	-0.6	?	0.9%	?	-3.3%	18.3%	12.2	0.2%	-0.8%
CCCn1cc(S(=O)(=O)c2ccc(C)cc2)c(=O)c2cc(OC)c(OC)cc21	-2.4%	.	.	.	-0.1%	5.0%	-4.7%	-20.3%	-17.0	0.4%	-0.7%
O=C1NCCc2c1[nH]c1c(Cl)ccc(Cl)c21	-6.6%	4.2%	-1.1	13.3%	3.5%	?	-4.7%	15.8%	-1.3	-0.7%	3.8%
CC(=O)Nc1ccc(S(=O)(=O)N[C@@H](C)C(=O)N2CCN(C/C=C/c3ccccc3)CC2)cc1	1.3%	.	.	.	-3.8%	-0.2%	0.3%	28.9%	2.1	0.0%	.
COc1ccccc1-c1c(C(F)(F)F)oc2cc(OS(C)(=O)=O)ccc2c1=O	-2.2%	-9.4%	-1.5	4.0%	0.3%	-15.4%	-0.4%	-7.9%	-21.0	0.0%	1.9%
Cc1cccc(C(C(N)=O)c2ncc(C(F)(F)F)cc2Cl)c1 (stereo not drawn)	-0.6%	-1.7%	-1.2	-15.1%	-1.6%	0.2%	-0.3%	-0.8%	12.0	0.0%	0.1%
COCCN(Cc1cc2cc3c(cc2n2nnnc12)OCO3)C(=O)c1ccccc1F	-0.8%	2.7%	1.1	2.0%	0.5%	0.4%	-8.1%	-19.1%	-11.3	-0.1%	-0.1%
CC1=C(C(=O)N2CCOCC2)C(c2ccccc2F)C2=C(CCCC2=O)N1 (stereo not drawn)	188.6%[activator]	8.9%	-2.1	0.6%	-1.4%	5.0%	-0.1%	6.3%	15.2	-0.1%	1.4%
O=C(Cn1cncn1)NCc1cccc2ccccc12	2.4%	-4.1%	-2.0	.	-3.2%	13.2%	-4.7%	20.0%	10.9	-0.3%	6.5%
COc1cccc(OCCNc2cc(Cl)ccc2[N+](=O)[O-])c1	-20.4%	13.3%	-11.3	10.6%	-2.3%	?	-1.3%	-23.8%	-0.6	-0.5%	0.5%
O=C(C1CCN(S(=O)(=O)c2ccc(Cl)cc2)CC1)N1CCCC1	-14.9%	.	0.9	-9.6%	-15.3%	-1.1%	-2.0%	-3.0%	21.1	-0.1%	5.3%
O=C(N/N=C/c1ccc(O)cc1)c1cccc(N/N=C/c2ccc(O)cc2)c1	-16.5%	3.2%	-1.6	.	0.3%	?	-4.7%	11.0%	0.6	-1.0%	-7.1%
CC(=O)c1cccc(NC(=S)N2CCc3ccccc32)c1	-0.4%	-6.4%	-2.1	-8.0%	-21.1%	0.4%	0.4%	8.8%	-9.3	0.0%	-6.0%
CC(C)OC(=O)CN1C(=O)C(=O)c2ccccc21	1.3%	-0.9%	-12.0	-2.4%	-4.8%	1.7%	-9.4%	-49.3%[inhibitor]	1.9	0.0%	-3.6%
CCOc1cc(S(=O)(=O)N2CC=C(c3ccc(F)cc3)CC2)c(OCC)cc1-n1cnnn1	-6.2%	-9.2%	1.2	-6.7%	-4.2%	0.5%	-7.2%	13.6%	-10.1	-0.2%	3.3%
N#Cc1cc2[nH]c3ccccc3c2[n+](-c2ccc([N+](=O)[O-])cc2)c1N	-13.8%	2.9%	1.0	1.1%	0.2%	-22.2%	-3.0%	-29.7%	0.7	0.5%	-1.6%
COc1ccc(NC(=S)N(C)CC2COc3ccccc3O2)cc1 (stereo not drawn)	0.8%	-3.0%	2.4	4.8%	4.8%	?	-6.7%	24.2%	-5.4	0.3%	-2.9%
C=CCn1c(SCc2csc(C)n2)nc2sc3c(c2c1=O)CCC(C)C3 (stereo not drawn)	-3.9%	11.0%	-0.4	-28.8%	-5.6%	?	-4.4%	?	4.1	-0.3%	-2.8%
COC(=O)c1cn(NC(=O)C2CCC(C(C)(C)C)CC2)c(=O)c2ccccc12 (stereo not drawn)	-0.4%	1.3%	-1.9	4.3%	3.9%	-4.5%	-7.1%	21.0%	-1.0	-0.4%	-4.9%
Cc1cc(=O)oc2c3c(ccc12)OC/C3=N/N	85.9%[activator]	-3.1%	-0.8	.	-4.0%	-0.8%	0.4%	?	8.9	-1.0%	.
Cc1[nH]c(C)c(S(=O)(=O)N(C)Cc2ccccc2)c1C(=O)N1CCCCC1	4.4%	.	.	.	-0.2%	-7.0%	0.6%	-42.3%	13.0	0.2%	4.8%
CCn1c(COc2ccc3ccccc3c2C)nnc1SCC(=O)Nc1cccc(C(=O)O)c1	-8.1%	-1.9%	.	.	1.8%	13.8%	1.2%	2.4%	-4.6	-0.5%	3.0%
CCCCCCCCS(=O)C1CCS(=O)(=O)C1 (stereo not drawn)	3.7%	1.0%	2.7	-20.2%	0.0%	-1.7%	0.0%	-3.8%	5.5	-0.1%	-1.0%
COc1ccc2[nH]c(=O)c(CNc3ccccc3)cc2c1	45.7%[activator]	-1.8%	-34.7*	-4.0%	0.0%	?	0.2%	-21.2%	17.3	0.1%	2.6%
CCN(Cc1ccccc1)C(=O)c1cc(S(=O)(=O)N2CCOCC2)cn1C	2.0%	-6.0%	-1.0	-14.6%	1.0%	-1.7%	-3.6%	17.0%	0.1	0.2%	.
Fc1cccc(Cl)c1CSc1nnc(CN2CCOCC2)n1-c1ccccc1	1.6%	4.4%	-0.2	-10.1%	0.4%	23.5%	-1.7%	-10.8%	-3.4	-0.6%	0.8%
CCn1c(SCC(=O)Nc2ccc(C)cc2)nnc1-c1ccccn1	0.9%	-0.4%	-10.0	.	-7.0%	?	-5.1%	0.9%	-2.1	-0.1%	5.1%

Bioassay records (PubChem)

Not all compounds are listed (hit frequency here may not be typical).
